Screening data as filed in PubChem.
FXIIa inh: factor XIIa (human) inhibition | purified FXIIa, Boc-QGR-AMC fluorogenic substrate, 2 h | P00748 | hit rate 0.3% among 220,000 | inhibition, % at 5 µM | AID 800; in the data active = inhibition above about 40%;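 note: 0% = enzyme with no compound and 100% = blank without enzyme; many of its hits are not listed in these tables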
Furin inhibitor: human furin inhibition; P09958; purified furin, fluorogenic substrate cleavage; inhibition, % at 30 µM; hit rate 0.061% among 220,000; AID 463115; in the data active = inhibition above about 25%; note: inactives centre near -15
Thrombin inh: thrombin (human) inhibition. alpha-thrombin, Boc-VPR-AMC fluorogenic substrate cleavage. inhibition, % at 5 µM. P00734. hit rate 0.26% among 220,000;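 active = inhibition at or above 40%; inactive = inhibition below 40%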;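 note: 0% = enzyme with no compound and 100% = wells without enzyme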
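Material: human alpha-thrombin enzyme / Medium: pH 7.5 Tris (50 mM) with NaCl 150 mM, Tween 20 0.05% / Compound: single-point dosing at 5 µM, 0.2% DMSO / Incubation: enzyme reaction carried out at room temperature / Detection: AMC fluorescence, 355/460 nm / Read-out basis: percent inhibition scaled between no-compound controls and no-enzyme blanks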
PERK inhibitor: blocks human PERK kinase; hit rate 0.17% among 220,000; Q9NZJ5; CHO PERK-DD fusion, SEAP luminescence translation reporter; inhibition, % at 5.6 µM;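 active = inhibition above the mean inhibition of all tested compounds plus 3 SD, set separately per screening campaign, cut at about 2.9% in these data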;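 note: PERK kinase domain activated by AP20187 dimerizer at 100 nM; 0% = DMSO with dimerizer and 100% = rapamycin at 8.4 µM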
Target sequence (Q9NZJ5 whole entry, looked up, the tested form may be a part): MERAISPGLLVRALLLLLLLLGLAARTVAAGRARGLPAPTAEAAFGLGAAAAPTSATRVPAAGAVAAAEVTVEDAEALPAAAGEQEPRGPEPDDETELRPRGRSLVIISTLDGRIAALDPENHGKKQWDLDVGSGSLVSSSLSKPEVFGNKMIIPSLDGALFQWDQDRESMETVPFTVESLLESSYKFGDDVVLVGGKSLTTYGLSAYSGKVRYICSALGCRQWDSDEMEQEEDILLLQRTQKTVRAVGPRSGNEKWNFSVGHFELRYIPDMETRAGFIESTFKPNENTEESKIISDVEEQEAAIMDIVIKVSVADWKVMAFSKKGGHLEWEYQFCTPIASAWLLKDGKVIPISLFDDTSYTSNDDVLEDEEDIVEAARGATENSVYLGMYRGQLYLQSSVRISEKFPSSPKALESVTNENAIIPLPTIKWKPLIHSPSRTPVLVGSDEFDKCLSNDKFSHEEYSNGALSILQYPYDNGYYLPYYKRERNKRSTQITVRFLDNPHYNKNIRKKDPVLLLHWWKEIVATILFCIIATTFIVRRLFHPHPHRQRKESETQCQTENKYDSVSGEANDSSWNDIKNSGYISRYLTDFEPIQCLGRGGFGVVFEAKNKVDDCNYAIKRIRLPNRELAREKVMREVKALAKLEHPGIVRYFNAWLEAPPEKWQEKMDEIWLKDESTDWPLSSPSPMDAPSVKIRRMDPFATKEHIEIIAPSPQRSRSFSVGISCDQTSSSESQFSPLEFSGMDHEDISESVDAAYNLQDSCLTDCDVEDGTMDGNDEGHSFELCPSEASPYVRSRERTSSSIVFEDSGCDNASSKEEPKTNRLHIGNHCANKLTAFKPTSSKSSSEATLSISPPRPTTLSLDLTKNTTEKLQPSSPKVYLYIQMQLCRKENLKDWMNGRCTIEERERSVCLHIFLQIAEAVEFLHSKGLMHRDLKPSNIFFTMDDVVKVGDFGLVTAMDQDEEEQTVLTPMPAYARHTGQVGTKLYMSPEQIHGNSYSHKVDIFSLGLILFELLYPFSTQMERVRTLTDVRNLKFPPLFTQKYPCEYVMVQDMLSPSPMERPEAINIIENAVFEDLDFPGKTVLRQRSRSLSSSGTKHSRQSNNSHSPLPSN
Wee1 degr inh: blocks degradation of human Wee1 kinase; hit rate 1.2% among 220,000; HeLa Luc-Wee1K328M stability, luciferase luminescence; 100% = proteasome inhibitor MG132 effect; P30291; reporter increase, % at 5 µM;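 active = activation above the mean of all tested compounds plus 3 SD, set per screening run, cut at about 8.8% in these data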;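 note: cells exposed to compound for 20 h before luminescence read; 0% = DMSO alone and 100% = MG132 at 30 µM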
p97 ATPase inh: blocks human p97 ATPase activity. recombinant p97 ATPase, Kinase-Glo ATP luminescence, 3 h. hit rate 0.42% among 220,000. AID 1481. P55072. inhibition, % at 8 µM; in the data active = inhibition above about 15%;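 note: 0% = DMSO vehicle and 100% = wells lacking enzyme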
FXIa inh 1536: factor XIa (human) inhibition; purified FXIa, Boc-Glu-Ala-Arg-AMC fluorogenic substrate; inhibition, % at 5 µM; hit rate 0.14% among 220,000;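 active = inhibition of at least 40%; inactive = inhibition below 40%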;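 note: fluorescence of freed AMC excited at 355 nm; 0% = enzyme without compound and 100% = no enzyme blank; many of its hits are not listed in these tables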
Cl transport mod: modulators of human KCC2 chloride dependent transport; Q9H2X9; KCC2 cells, thallium flux FluoZin-2 fluorescence; B-score of Tl+ flux slope (higher = more flux/activation; lower = inhibition) at 10 µM; hit rate 2.2% among 190,000; AID 1456;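 active = thallium flux slope and its plate-corrected score both differing from the plate sample mean at a set confidence after two filtering rounds, in either direction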;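 note: slope of fluorescence scaled to starting intensity during 10 to 20 s after thallium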
KLK5 inh: blocks human kallikrein 5 protease activity | hit rate 0.59% among 210,000 | Q9Y337 | recombinant hK5, fluorogenic AMC substrate cleavage | inhibition, % at 5 µM;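 active = inhibition of 40% or more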;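 note: 0% = enzyme controls without compound and 100% = no-enzyme blanks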
* hit, by the source's call; . = not tested or not shown; [ ] = dose if it differs, or a comment. Compounds as they come, and some 4.4% of all compounds hit somewhere here.

Preview, twelve compounds:
[1] COC(=O)c1sccc1NC(=O)CC1C(=O)NCCN1C(=O)c1ccc(F)cc1 (centres undefined)
[2] O=C(Cc1ccc(Cl)cc1)Nc1ccc(C(=O)N2CCOCC2)cc1
[3] CC(C)Oc1cccc(C(=O)N2CCCC2)c1
[4] CC1(C)CC(=O)C2=C(C1)OC(N)=C(C#N)[C@@H]2c1ccccc1[N+](=O)[O-]
[5] CCn1c(CSc2nnc(-c3cccnc3)n2-c2ccccc2C)nc2cc(C(=O)O)ccc21
[6] Cc1ccc(-c2c(C(=O)O)c(C(=O)O)c3n2CCC3)cc1
[7] CN(/N=C/c1cccnc1)c1cnn(-c2ccc(F)c(Cl)c2)c(=O)c1Cl
[8] N#CC(C#N)=NNc1ccc(S(=O)(=O)N2CCCCC2)cc1

Compound | 1 | 2 | 3 | 4 | 5 | 6 | 7 | 8
FXIIa inh | 2 | 10 | 9 | 5 | 13 | 14 | 26 | 12
Furin inhibitor | -16 | -16 | -13 | -14 | -18[20 µM] | -31 | -15[20 µM] | -4
Thrombin inh | -1 | -5 | -6 | -1 | 0 | 0 | 1 | -2
PERK inhibitor | 0.5 | 0.6 | -0.3 | 1.6 | 0.5 | 0.1 | 0.1 | 0.1
Wee1 degr inh | 1 | -1 | 5 | 3 | 1 | -1 | -3 | 2
p97 ATPase inh | 4 | 2 | -1 | 12 | -4 | 3 | 4 | 10
FXIa inh 1536 | -7 | 0 | -1 | -3 | -5 | 0 | 19 | -3
Cl transport mod | 0.5 | -0.062 | 1.7 | -2.5 | 0.45 | -0.22 | -0.022 | -1.2
KLK5 inh | 6 | 17 | . | -5 | -13 | 4 | -6 | 1

[9] O=C(Oc1cc(-c2ccccc2)no1)c1ccc(F)cc1
[10] C/C(=N\NC(=O)Cc1cccn1C)c1cccc2ccccc12
[11] O=C(CCSCc1ccccc1Cl)N1CCN(c2cccc(Cl)c2)CC1
[12] C/C(CCN1CCc2nc(-c3ccccc3)c(-c3ccccc3)cc2C1)=N\OC[C@@H](C)[C@H](OCc1ccccc1)C(C)C

Compound | 9 | 10 | 11 | 12
FXIIa inh | 3 | 9 | 18 | 15
Furin inhibitor | -25[20 µM] | -6[20 µM] | -6[20 µM] | -12
Thrombin inh | -2 | -2 | 3 | 2
PERK inhibitor | 1.0 | -0.4 | 0.0 | -0.6
Wee1 degr inh | -3 | -3 | 3 | -3
p97 ATPase inh | 6 | 1 | -6 | -6
FXIa inh 1536 | -16 | 2 | 8 | 3
Cl transport mod | -0.027 | -0.29 | 0.45 | -0.02
KLK5 inh | -25 | -20 | -16 | 10

All compounds of this part, repeating the preview:
[1] COC(=O)c1sccc1NC(=O)CC1C(=O)NCCN1C(=O)c1ccc(F)cc1 (centres undefined)
[2] O=C(Cc1ccc(Cl)cc1)Nc1ccc(C(=O)N2CCOCC2)cc1
[3] CC(C)Oc1cccc(C(=O)N2CCCC2)c1
[4] CC1(C)CC(=O)C2=C(C1)OC(N)=C(C#N)[C@@H]2c1ccccc1[N+](=O)[O-]
[5] CCn1c(CSc2nnc(-c3cccnc3)n2-c2ccccc2C)nc2cc(C(=O)O)ccc21
[6] Cc1ccc(-c2c(C(=O)O)c(C(=O)O)c3n2CCC3)cc1

Compound | 1 | 2 | 3 | 4 | 5 | 6
FXIIa inh | 2 | 10 | 9 | 5 | 13 | 14
Furin inhibitor | -16 | -16 | -13 | -14 | -18[20 µM] | -31
Thrombin inh | -1 | -5 | -6 | -1 | 0 | 0
PERK inhibitor | 0.5 | 0.6 | -0.3 | 1.6 | 0.5 | 0.1
Wee1 degr inh | 1 | -1 | 5 | 3 | 1 | -1
p97 ATPase inh | 4 | 2 | -1 | 12 | -4 | 3
FXIa inh 1536 | -7 | 0 | -1 | -3 | -5 | 0
Cl transport mod | 0.5 | -0.062 | 1.7 | -2.5 | 0.45 | -0.22
KLK5 inh | 6 | 17 | . | -5 | -13 | 4

[7] CN(/N=C/c1cccnc1)c1cnn(-c2ccc(F)c(Cl)c2)c(=O)c1Cl
[8] N#CC(C#N)=NNc1ccc(S(=O)(=O)N2CCCCC2)cc1
[9] O=C(Oc1cc(-c2ccccc2)no1)c1ccc(F)cc1
[10] C/C(=N\NC(=O)Cc1cccn1C)c1cccc2ccccc12
[11] O=C(CCSCc1ccccc1Cl)N1CCN(c2cccc(Cl)c2)CC1
[12] C/C(CCN1CCc2nc(-c3ccccc3)c(-c3ccccc3)cc2C1)=N\OC[C@@H](C)[C@H](OCc1ccccc1)C(C)C

Compound | 7 | 8 | 9 | 10 | 11 | 12
FXIIa inh | 26 | 12 | 3 | 9 | 18 | 15
Furin inhibitor | -15[20 µM] | -4 | -25[20 µM] | -6[20 µM] | -6[20 µM] | -12
Thrombin inh | 1 | -2 | -2 | -2 | 3 | 2
PERK inhibitor | 0.1 | 0.1 | 1.0 | -0.4 | 0.0 | -0.6
Wee1 degr inh | -3 | 2 | -3 | -3 | 3 | -3
p97 ATPase inh | 4 | 10 | 6 | 1 | -6 | -6
FXIa inh 1536 | 19 | -3 | -16 | 2 | 8 | 3
Cl transport mod | -0.022 | -1.2 | -0.027 | -0.29 | 0.45 | -0.02
KLK5 inh | -6 | 1 | -25 | -20 | -16 | 10

[13] c1ccc(C(c2ccccc2)c2noc(CN3CCN(CC4CC4)CC3)n2)cc1
[14] Cc1ccc(NC(=O)c2cc(NC(=O)c3ccco3)ccc2N2CCOCC2)cc1Cl
[15] O=C1c2ccccc2C(=O)N1Cc1cc(-c2ccc(Cl)cc2)no1
[16] Cc1ccc(NC(=O)Nc2nnc(-c3ccncc3)s2)cc1C
[17] CNC(=S)N/N=C/c1cc(C)n(-c2ccc(Cl)c(Cl)c2)c1C
[18] NC(=O)c1ccc(/C=N/O)nc1

Compound | 13 | 14 | 15 | 16 | 17 | 18
FXIIa inh | 4 | 4 | . | 4 | 6 | 11
Furin inhibitor | -33 | -23[20 µM] | -22[20 µM] | -30 | -4 | -31
Thrombin inh | -7 | -6 | . | -5 | -2 | -12
PERK inhibitor | 0.4 | -2.1 | 1.0 | 0.0 | -0.6 | 1.0
Wee1 degr inh | 3 | -2 | 2 | 2 | 0 | 1
p97 ATPase inh | 1 | 3 | 2 | 8 | 6 | 3
FXIa inh 1536 | -2 | -3 | . | -4 | 3 | 3
Cl transport mod | 0.4 | -0.2 | 0.75 | 0.44 | 0.11 | 0.75
KLK5 inh | 0 | 9 | . | -2 | -12 | 8

[19] CCOCC(=O)N1CCc2ccccc21
[20] Cc1cc(SCC(=O)c2cc(C)n(C)c2C)nc2ccccc12
[21] COC(=O)CCC(=O)OC1(C)C(=O)C2=COC(c3ccc(OC)cc3)=CC2=C(Br)C1=O (centres undefined)
[22] CCOC(=O)/C(C#N)=C/c1c(OCC)n(CC)c2ccccc12
[23] O=C1CN(c2ccc(Cl)cc2)C2(CCCCC2)S1
[24] CCCn1c(=O)c(C(=O)NCc2ccncc2)c(O)c2ccccc21

Compound | 19 | 20 | 21 | 22 | 23 | 24
FXIIa inh | -9 | 1 | 9 | 5 | 6 | 13
Furin inhibitor | -23[20 µM] | -13 | 3 | -1 | -7 | 3
Thrombin inh | 29 | -5 | 0 | -6 | -8 | -4
PERK inhibitor | 1.0 | -0.3 | . | -0.4 | 0.6 | 0.3
Wee1 degr inh | -2 | -3 | . | -2 | -2 | -3
p97 ATPase inh | 3 | -3 | . | 0 | 7 | -10
FXIa inh 1536 | -22 | -9 | 1 | -5 | 2 | -3
Cl transport mod | 0.39 | 0.22 | 1.2 | -1.9 | 0.0063 | -1.1
KLK5 inh | -25 | -1 | -1 | -3 | -20 | -3

[25] CCN(c1ccccc1)S(=O)(=O)c1ccc(OC)c(NC(=O)CNCC(C)O)c1 (centres undefined)
[26] CC(C)Oc1ccc(C(CC(=O)O)NC(=O)CSc2ncn[nH]2)cc1 (centres undefined)
[27] CCOc1ccccc1C(=O)NCCC(=O)O
[28] COc1cc(C)c(Cl)c(C)c1S(=O)(=O)NC1CC(C)(C)NC(C)(C)C1
[29] CCCCCCc1cc2cc(C(=O)Nc3ccccc3OC)c(=O)oc2cc1O

Compound | 25 | 26 | 27 | 28 | 29
FXIIa inh | -2 | 9 | 20 | 9 | 4
Furin inhibitor | -13 | -18 | -7[20 µM] | -21 | -9
Thrombin inh | -13 | 2 | 15 | 0 | -9
PERK inhibitor | -0.2 | 0.8 | 2.3 | 0.2 | 1.4
Wee1 degr inh | 1 | -2 | -3 | 2 | -3
p97 ATPase inh | 1 | -2 | 4 | 0 | 3
FXIa inh 1536 | -3 | -4 | 13 | 0 | 2
Cl transport mod | 0.017 | 0.33 | 0.98 | -0.072 | 0.016
KLK5 inh | -20 | -12 | 18 | . | -18
